Source: PubChem
MKP-3 inhibition: MKP-3 phosphatase inhibitors, primary screen, biochemical, rat enzyme, in vitro (AID 425). recombinant MKP-3 phosphatase activity, fluorescence; higher % means a stronger effect. actives 0.17% (n = 110,000). one-dose inhibition, % at 20 µM; IC50 in µM for titrated hits; in the data active = inhibition above about 50%;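 note: plate controls were vehicle for no effect and reference inhibitor for full effect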
Hsp70 inhibitors: Hsp70 inhibitors, probe displacement, primary screen, biochemical, fluorescence polarization (AID 583); Heat shock 70 kDa protein 1A (Homo sapiens); Hsp70 fluorescence polarization probe displacement, mP; higher % means a stronger effect; one-dose displacement, % at 20 µM; IC50 in µM for titrated hits; actives 0.06% (n = 140,000); in the data active = displacement above about 50%;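 note: plate controls were vehicle for no effect and reference ligand for full effect; a part of the inactive calls stands beside numbers as strong as those of hits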
Numbers without * were called inactive; / = not tested or not shown. An excerpt, so the mix of outcomes need not match the whole.

The opening 17 records, to show the layout:
SMILES | MKP-3 inhibition | Hsp70 inhibitors
CCOC(=O)c1nnc(-c2ccccc2)o1 | -1% | -1.3%
CC(=O)N1CCc2cc(S(=O)(=O)NCCC(=O)N3CCN(Cc4ccccc4)CC3)ccc21 | -6% | -0.1%
CC1Cc2cc(/C(O)=C3/C(=O)C(=O)N(CC4CCCO4)C3c3ccco3)ccc2O1 (configuration not stated) | 4% | 17%
COC(=O)C(NC(C)=O)(Nc1nc2ccc(C)cc2s1)C(F)(F)F (configuration not stated) | / | -2.5%
O=c1[nH]c2ccc(Cl)cc2c(-c2ccccc2)c1Sc1nc2ccccc2[nH]1 | 3% | 0.8%
Cc1c(C(=O)O)oc2c1C(O)CCC2 (configuration not stated) | -10% | 1.6%
Cc1ccc(C2CC(C(F)(F)F)n3nc(C(=O)NCc4ccco4)cc3N2)cc1 (configuration not stated) | 5% | 0.2%
O=C(Nc1ccc(F)c(F)c1)c1cc(S(=O)(=O)N2CCN(c3ccccn3)CC2)ccc1F | / | -3.0%
CCN(CC)C(=O)CSc1nnc([C@@H](N)Cc2ccccc2)o1 | 3% | -2.9%
CCOC(=O)c1ccc(NC(=O)c2cccc([N+](=O)[O-])c2C)cc1 | -3% | 1.2%
Cc1ccc(SC(C)c2nc(-c3ccncc3)no2)cc1 (configuration not stated) | -15% | 0.6%
O=C(Nc1cccc(Cl)c1)Nc1nnc(COc2ccc(F)cc2)s1 | 4% | 2.6%
O=C(O)c1ccc(C(=O)c2ccccc2)o1 | 5% | -4.6%
Cc1cc(NC(=O)CSc2nc3ccsc3c(=O)n2NC(=O)c2ccccc2)no1 | -11% | 3.9%
COC(=O)C1C(O)=C(C=NC2CCCCC2)C(=O)CC1(C)C (configuration not stated) | -1% | -1.7%
O=C1CSC(c2ccccn2)N1Cc1cn2ccccc2n1 (configuration not stated) | -6% | 1.4%
COc1ccccc1OCCNC(=O)c1ccc(F)c2ccccc12 | 1% | -4.0%

Main list, from the first entry:
SMILES | MKP-3 inhibition | Hsp70 inhibitors
CCOC(=O)c1nnc(-c2ccccc2)o1 | -1% | -1.3%
CC(=O)N1CCc2cc(S(=O)(=O)NCCC(=O)N3CCN(Cc4ccccc4)CC3)ccc21 | -6% | -0.1%
CC1Cc2cc(/C(O)=C3/C(=O)C(=O)N(CC4CCCO4)C3c3ccco3)ccc2O1 (configuration not stated) | 4% | 17%
COC(=O)C(NC(C)=O)(Nc1nc2ccc(C)cc2s1)C(F)(F)F (configuration not stated) | / | -2.5%
O=c1[nH]c2ccc(Cl)cc2c(-c2ccccc2)c1Sc1nc2ccccc2[nH]1 | 3% | 0.8%
Cc1c(C(=O)O)oc2c1C(O)CCC2 (configuration not stated) | -10% | 1.6%
Cc1ccc(C2CC(C(F)(F)F)n3nc(C(=O)NCc4ccco4)cc3N2)cc1 (configuration not stated) | 5% | 0.2%
O=C(Nc1ccc(F)c(F)c1)c1cc(S(=O)(=O)N2CCN(c3ccccn3)CC2)ccc1F | / | -3.0%
CCN(CC)C(=O)CSc1nnc([C@@H](N)Cc2ccccc2)o1 | 3% | -2.9%
CCOC(=O)c1ccc(NC(=O)c2cccc([N+](=O)[O-])c2C)cc1 | -3% | 1.2%
Cc1ccc(SC(C)c2nc(-c3ccncc3)no2)cc1 (configuration not stated) | -15% | 0.6%
O=C(Nc1cccc(Cl)c1)Nc1nnc(COc2ccc(F)cc2)s1 | 4% | 2.6%
O=C(O)c1ccc(C(=O)c2ccccc2)o1 | 5% | -4.6%
Cc1cc(NC(=O)CSc2nc3ccsc3c(=O)n2NC(=O)c2ccccc2)no1 | -11% | 3.9%
COC(=O)C1C(O)=C(C=NC2CCCCC2)C(=O)CC1(C)C (configuration not stated) | -1% | -1.7%
O=C1CSC(c2ccccn2)N1Cc1cn2ccccc2n1 (configuration not stated) | -6% | 1.4%
COc1ccccc1OCCNC(=O)c1ccc(F)c2ccccc12 | 1% | -4.0%
O=C(NCCc1ccccc1)C1CCN(S(=O)(=O)N2CCC3(CC2)OCCO3)CC1 | -3% | 6.7%
CCCC(C)NC(=O)c1ccc(Cl)c([N+](=O)[O-])c1 (configuration not stated) | -2% | 2.0%
COc1ccc(C(=O)N/C(=C\c2ccc(-c3cccc([N+](=O)[O-])c3)o2)C(=O)NCCN2CCOCC2)cc1 | 2% | -5.0%
O=C(CSc1nc2ccccc2n1Cc1ccccc1)N/N=C/c1ccccc1Br | 1% | 6.9%
O=C(Cn1c(=O)oc2cc(S(=O)(=O)N3CCCCCC3)ccc21)NC1CCCCCCC1 | 0% | 3.8%
COC(=O)C1=C(C)N(C)C(C)=C(C(=O)OC)C1c1cc(Br)ccc1OC | 3% | -2.7%
CC(C)(C)C(=O)CSc1nccc(=O)[nH]1 | -9% | 2.4%
CC1CCCCN1CCNC(=O)C1CCN(S(=O)(=O)N2CCCCC2)CC1 (configuration not stated) | 1% | 2.8%
CC1=CC(C)(C)N(S(=O)(=O)c2ccc(C)cc2)c2cc(C)ccc21 | / | 5.8%
O=C1NN(c2ccc(F)cc2)C(=O)/C1=C\c1ccc(F)cc1 | 4% | -2.0%
CCC(CC)c1nc(NCCC(=O)O)c2ccccc2n1 | -6% | -5.4%
Cc1ccnc(SCCn2c(N3CC(C)CC(C)C3)nc3c2c(=O)n(C)c(=O)n3C)n1 (configuration not stated) | 8% | -0.9%
COc1ccc(Cc2nnc(NC(=O)c3c(-c4ccccc4)noc3C)s2)cc1 | -20% | -0.3%
CCOc1ccc(OCC(=O)N2CCOCC2)cc1 | -10% | 1.4%
COc1ccccc1N1CCN(c2cc(=O)n(-c3ccccc3Cl)c(=O)[nH]2)CC1 | 0% | -4.3%
CCCN1C(=O)c2ccccc2NC1c1ccc(O)c(OC)c1 (configuration not stated) | 1% | 6.2%
CC1(C)Cc2ccccc2-c2c1c(=O)n(Cc1ccccc1)c1nnnn21 | / | -4.5%
CCOc1ccccc1N(CC(=O)NC1CCCC1)S(=O)(=O)c1ccccc1 | 1% | 2.2%
O=C(CNCC1CCCO1)Nc1ccc(N2CCCCCC2)cc1 (configuration not stated) | 2% | 3.4%
Cc1cc(C)c2c(C)c(C(=O)NCc3ccncc3)oc2c1 | / | 8.3%
COc1ccc(-n2ncc3c(N4CCC(C(N)=O)CC4)ncnc32)cc1 | -12% | -1.7%
Cc1cccc(N(C)S(=O)(=O)c2ccc3c(c2)CCC(=O)N3)c1 | 3% | -2.9%
O=C(NCc1ccc(Cl)cc1)C(=O)Nc1cccc2ccccc12 | 2% | 0.7%
CCCc1nccn1S(=O)(=O)c1cc(OC)ccc1OC | / | -2.8%
CCc1ccc(/C=C2/SC(=S)N(CC(=O)Nc3nc4ccccc4s3)C2=O)cc1 | 3% | -6.0%
CC(C)OC(=O)CCC1(C(=O)O)CCC(=O)NC1 (configuration not stated) | -14% | 2.7%
CCC(=O)N(Cc1cc2c(C)ccc(C)c2[nH]c1=O)C1CCCCC1 | -6% | 5.3%
Cc1cc(Cl)ccc1OCC(=O)Nc1ccccc1C(N)=O | 2% | -2.4%
O.O.O.O=S(=O)([O-])OC[C@H]1O[C@@H](O[C@]2(COS(=O)(=O)[O-])O[C@H](OS(=O)(=O)[O-])[C@@H](OS(=O)(=O)[O-])[C@@H]2OS(=O)(=O)[O-])[C@H](OS(=O)(=O)[O-])[C@@H](OS(=O)(=O)[O-])[C@@H]1OS(=O)(=O)[O-].[Al] | / | -5.5%
C/C(=N\O)C(C)/[N+]([O-])=C/c1nc(C)c(C)n1O (configuration not stated) | -1% | 1.8%
NC(=O)Nc1ccc(C23CC4CC(CC(C4)C2)C3)cc1 | 2% | -8.4%
O=C1CN(C(=O)C2CC2)c2ccccc2N1 | / | 0.7%
COC(=O)c1cccc(NC(=O)c2ccccc2OC)c1 | 2% | 3.5%
Cc1ccc(C)c(-n2c(Cc3cc(=O)[nH]c(=O)[nH]3)nnc2SC(C)C)c1 | -13% | -4.1%
S=C(NCCSc1ccccn1)Nc1ccccc1 | 3% | -1.1%
COC(=O)c1ccccc1NC(=O)CN(c1cccc(Cl)c1)S(C)(=O)=O | -2% | 0.8%
CCOC(=O)c1c(-c2ccccc2)n(C)c2ccc(O)cc12 | / | 2.3%
CN(C)c1ccc(/C=N/Nc2nnc(-c3ccccc3)c(-c3ccccc3)n2)cc1 | 0% | 0.6%
COc1ccccc1CN/C(C)=C(\C#N)C(N)=O | 2% | -0.9%
CN(C)c1cccc(C(=O)NCCc2ccccc2)c1 | 0% | 3.5%
CCCCOc1cccc(C(=O)Nc2ccc([N+](=O)[O-])cc2OC)c1 | 3% | -1.8%
O=C(N/N=C/c1ccccc1Br)c1ccc(CSc2cccc3cccnc23)cc1 | / | 4.2%
C=CCn1c(SCC(=O)OCC)nc2sc3c(c2c1=O)CCC3 | -3% | 0.9%
Further entries follow:
SMILES | MKP-3 inhibition | Hsp70 inhibitors
Clc1ccc(-c2nc(N3CCCC3)c3ccccc3n2)cc1 | 1% | -3.1%
CC(=O)Nc1ccc(S(=O)(=O)NC(CC(=O)NCCC2=CCCCC2)C(C)C)cc1 (configuration not stated) | -10% | -4.0%
O=C(NNC(=O)C1CCCCC1)c1ccccc1Cl | 1% | 0.9%
COC(=O)CN1C(CCN2CCOCC2)=Nc2ccc(Br)cc2C1c1ccccc1 (configuration not stated) | 4% | 0.9%
Cc1cc(-n2c(C)cc(C=O)c2C)cc(C)c1Br | -1% | -0.6%
O=C(CN(C1CCCCC1)S(=O)(=O)c1ccc(F)cc1)NCCCO | -15% | 12%
O=C(c1coc2ccc(O)cc12)C1CC1 | -15% | -4.1%
Cc1ccc(-c2noc(=O)n2CC(=O)Nc2ccc(S(=O)(=O)NC3CC3)cc2)cc1 | / | 0.8%
COC(=O)c1cc(NC(=O)c2cc3ccccc3oc2=O)cc(C(=O)OC)c1 | 1% | 2.7%
CCC(=O)c1ccc(N2CCN(C(=O)c3ccc(F)cc3)CC2)c(F)c1 | 2% | -2.1%
O=C(NC(=S)Nc1ccc(Cl)c(Cl)c1)c1ccc(Cl)cc1 | 5% | -2.5%
CC1=C(C#N)C(Nc2ccc(Cl)cn2)(C(F)(F)F)C(=O)N1 (configuration not stated) | / | 1.0%
CC1(C(=O)NCc2cccnc2)CC2c3ccccc3C1c1ccccc12 (configuration not stated) | 1% | 1.0%
Cc1ccc(NC(=O)c2ccc(-c3ccc(Cl)cc3Cl)o2)c([N+](=O)[O-])c1 | -2% | -2.9%
O=c1/c(=C/c2ccc(-c3ccccc3)o2)sc2nc3ccccc3n12 | -5% | -0.1%
CCCc1nc(-c2cc3ccc(C)cc3[nH]c2=O)no1 | 0% | -1.4%
Cc1cccc(N2C(=O)CC(Sc3nc(C)c4c(n3)CCCC4)C2=O)c1 (configuration not stated) | -20% | -5.2%
CC(C)(C)C(=O)CSc1nnc(-c2cccs2)n1CC1CCCO1 (configuration not stated) | / | 1.9%
Cc1ccc(OCC(=O)Nc2ncc(S(=O)(=O)c3ccc([N+](=O)[O-])cc3)s2)c(C(C)(C)C)c1 | -3% | -8.8%
CCN1CCN(c2nc(-c3cccnc3)nc3ccccc23)CC1 | 6% | 2.0%
CC(=O)C(=[N+]=[N-])C(=O)NCc1ccccc1 | 4% | 0.2%
COC(=O)c1oc2ccc(Br)cc2c1NC(=O)CCN1CCOCC1 | -9% | -1.0%
Cc1csc(NC(=O)CCN2C(=O)c3ccccc3S2(=O)=O)n1 | -6% | -0.5%
CCC1=NN2C(=N)/C(=C/c3ccc(OC)c(OC)c3)C(=O)N=C2S1 | -4% | 2.5%
O=C(O)c1sc2ccccc2c1Cl | 1% | -4.8%
CCOc1ccc(CCNC(=O)C2CCCN(c3nnc(-n4cccc4)s3)C2)cc1OCC (configuration not stated) | -7% | 0.4%
Fc1ccc2[nH]c3c(N4CCN(C5CCCCC5)CC4)ncnc3c2c1 | 15% | 2.2%
Cc1ccccc1-c1nc(CN2CCC(C(=O)NCC3CCCO3)CC2)c(C)o1 (configuration not stated) | -4% | -0.5%
CN(Cc1ccccc1)c1nnc(N)s1 | 2% | 0.2%
Cc1cc(C)nc(SCc2nnc(SCC(=O)N3CCCc4ccccc43)o2)n1 | -6% | 2.7%
O=C(Nc1ccc(NC(=O)c2ccc([N+](=O)[O-])cc2Cl)cc1)c1ccco1 | 0% | -7.2%
Cc1cc(C=Nc2ccccc2)c(O)s1 | -2% | 6.6%
C=CCn1c(SC(C)C(=O)NCc2ccc3c(c2)OCO3)nnc1C1CCCCC1 (configuration not stated) | -3% | -0.7%
Cc1ccc(S(=O)(=O)N2CCOCC2)cc1C(=O)Nc1ccc(-c2cn3ccsc3n2)cc1 | 0% | -7.2%
Cc1cc(S(=O)(=O)N2CCN(c3ccccc3C)CC2)ccc1F | 6% | -0.3%
CCn1c(SCC(=O)N2CCOCC2)nnc1-c1cccs1 | -1% | -0.6%
Cc1ccc(N2C(=O)CC(NCCc3ccc(Cl)cc3)C2=O)cc1Cl (configuration not stated) | 1% | 5.5%
O=C1N(Cc2ccccc2)CCCC12CCCN(Cc1ccccc1)C2=O | 6% | -1.3%
Cc1oc(C(C)(C)C)cc1C(=O)Nc1ccc(NC(=O)C(=O)O)cc1 | -1% | 2.0%
Cc1cc(-c2ccccc2)n2ncc(C#N)c2n1 | 0% | 1.5%
Cc1ccc(C(=O)OCC(=O)Nc2sc3c(c2C#N)CCCC3)cc1NC(=O)c1ccco1 | / | -3.8%
CCOC(=O)c1c(NC(=O)c2nc3n(n2)C(C(F)F)CC(C)N3)sc2c1CCCC2 (configuration not stated) | 3% | 11%
Cc1ccc(NC(=O)CN(c2cccc(Br)c2)S(=O)(=O)c2ccccc2)cc1 | 3% | -3.3%
COc1ccc(NC(=O)COn2nnc3ccc(Cl)cc32)cc1OC | -6% | -0.9%
COc1ccc(NC(=O)CN(c2ccccc2)S(=O)(=O)N(C)C)cc1OC | -6% | 5.3%
CC(C)(C)NCCOc1ccc(Cl)cc1Cl | 4% | -9.4%
